Bioassay records: PubChem, Southern Research Specialized Biocontainment Screening Center
M. tuberculosis: growth inhibition of non-replicating M. tuberculosis (AID 488890). one-dose inhibition, % at 25 µM; IC50 in µM for titrated hits. 320,000 compounds, 0.39% hits. Mycobacterium tuberculosis non-replicating, growth inhibition; higher % means a stronger effect; in the data active = a potency from the dose series; inconclusive = inhibition mostly from about 82% at the one dose, without a potency; inactive = the rest, 99 in 100 with inhibition below about 76%;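 also: plate controls were DMSO cells for no effect and high antibiotic wells for full effect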
M. tuberculosis HTS: M. tuberculosis growth inhibition, HTS (AID 449762) | 330,000 compounds, 0.59% hits | M. tuberculosis H37Rv growth inhibition, 7H9 media; higher % means a stronger effect | inhibition, % at 25 µM; hits with a dose series show IC50 in µM; in the data active = a potency from the dose series; inconclusive = inhibition above about 70% without an active follow-up result;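 also: bacterial growth assessed after seven days of incubation; strong numbers were not always called active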
H1N1 NS1A inhibition: NS1A inhibition, H1N1 influenza, cell based functional assay (AID 504329); NS1A functional cell-based assay, percent inhibition; higher % means a stronger effect; inhibition, % at 12.5 µM; hits with a dose series show IC50 in µM; 340,000 compounds, 0.3% hits; in the data active = a potency from the dose series; inconclusive = inhibition above about 27% without an active follow-up result; also: strong numbers were not always called active
VEEV TC-83 Vero: inhibitors of VEEV TC-83 cytopathic effect, confirmation, Vero cells (AID 588727); Vero cells, VEEV TC-83 cytopathic effect inhibition; higher % means a stronger effect; inhibition, % at 20 µM; hits with a dose series show IC50 in µM; 350,000 compounds, 0.13% hits; in the data active = a potency from the dose series; inconclusive = inhibition mostly from about 14% at the one dose, without a potency; inactive = the rest, 99 in 100 with inhibition below about 12%; also: strong numbers were not always called active
PhoP GFP inhibition: Inhibition of PhoP regulon, Salmonella typhi GFP reporter cells, confirmation, 4 h (AID 1850); 310,000 compounds, 0.33% hits; Salmonella Typhi PhoP-promoter GFP reporter, fluorescence, 4 h; higher % means a stronger effect; inhibition, % at 50 µM; hits with a dose series show IC50 in µM; in the data active = a potency from the dose series; inconclusive = inhibition mostly from about 25% at the one dose, without a potency; inactive = the rest, 99 in 100 with inhibition below about 19%;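 also: 0% = induced wells with vehicle and 100% = uninduced wells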
An asterisk follows results filed as active; i = inactive; ? = inconclusive; . = not tested or not shown; & = joins results of further samples.

Each structure is followed by: M. tuberculosis	M. tuberculosis HTS	H1N1 NS1A inhibition	VEEV TC-83 Vero	PhoP GFP inhibition
C[C@H](NC(=O)c1ccc2ccccc2c1)C(=O)N1CCC2(CC1)NCCc1[nH]cnc12
  6.0%	2.2%	-2.5%	2.7%	7.5%
CC(C)CN1CCC(=O)NC1=S
  .	.	-10.8%	3.9%	.
Cn1c(O)c(N=Nc2ccc(F)cc2)c2ccccc21
  7.3%	37.7%	-0.9%	3.4%	-33.1%
CCOc1cc(/C=N/O)ccc1OCc1ccccc1F
  61.0%	10.9%	-1.8%	2.5%	-6.8%
O=C(O)CCN(Cc1ccccc1)S(=O)(=O)c1c(Cl)cccc1Cl
  -17.1%	0.6%	-3.3%	i	6.0%
Cc1ccc(S(=O)(=O)NCCc2nnc3ccc(SCC(=O)Nc4nc(C)cs4)nn23)cc1
  -6.9%	-5.8%	4.8%	4.0%	-0.1%
O=C(CCl)Nc1cccc2ncccc12
  ?	?	-6.1%	?	-11.6%
O=C(c1ccc2c(c1)N(Cc1ccc(F)cc1)CCS2)N1CCOCC1
  1.8%	-4.3%	5.1%	3.2%	-1.8%
NC(=O)CC(NC(=O)c1ccccc1)c1ccc(N2CCC(Cc3ccccc3)CC2)c([N+](=O)[O-])c1 (stereo not drawn)
  -4.2%	5.5%	-4.0%	1.7%	1.2%
C=CC[C@@H](CC(=O)N[C@H](CO)Cc1ccccc1)C(=O)N[C@@H](COC(=O)[C@@H](CC=C)CC(=O)OC(C)(C)C)Cc1c[nH]c2ccccc12
  61.0%	-2.8%	2.7%	1.5%	.
CCOc1nc2ccccc2nc1C
  -11.7%	2.2%	0.0%	0.6%	-3.3%
COc1ccc(-c2cc(=O)oc3cc(OCC(=O)N(C)C)ccc23)cc1
  .	3.3%	19.7%	i	-5.4%
CC(C)(C)c1cc(CCC(=O)NCc2ccncc2)cc(C(C)(C)C)c1O
  6.6%	7.8%	8.9%	1.6%	-1.8%
CC1=C(C(=O)Nc2cc(C)ccc2C)C(c2cccs2)NC(=S)N1 (stereo not drawn)
  15.3%	-6.2%	-6.6%	i	-10.8%
COc1cc(/C=N/NC(=O)c2cc(-c3cccc(OC(C)C)c3)nc3ccccc23)ccc1O
  -13.3%	-5.7%	12.7%	>25µM*	7.7%
S=c1nccc(-c2cccs2)[nH]1
  -5.2%	0.5%	-9.2%	0.8%	4.5%
O=C(N/N=C/C(Cl)=C\c1ccccc1)c1ccco1
  22.8%	42.5%	-14.0%	0.7%	-1.9%
CCOc1ccc(NC(=O)CN(C)C(=O)c2ccccc2OCc2c(C)noc2C)cc1OCC
  1.4%	-2.4%	-4.8%	2.4%	-7.4%
Cc1c(C(=O)N2CCN(C(c3ccccc3)c3ccccc3)CC2)oc2ccccc12
  -3.6%	7.4%	-9.1%	0.2%	.
CCn1c(COc2ccccc2)nnc1SCC(=O)CC(=O)Nc1ccccc1OC
  10.7%	2.6%	-5.5%	1.8%	-4.3%
O=C(COC(=O)c1cncc(Br)c1)Nc1nnc(-c2ccccc2)o1
  -9.9%	-3.4%	-15.1%	1.4%	0.6%
CN(c1ncc(C(F)(F)F)cc1Cl)N1C(=O)C2ONC3(C(=O)CC(C)(C)CC3=O)C2C1=O (stereo not drawn)
  -8.2%	-1.6%	0.5%	i	3.9%
COc1cccc(CCc2nnc(CCC(=O)NC(C)c3c(C)nn(C)c3C)o2)c1 (stereo not drawn)
  0.6%	1.1%	-3.3%	0.5%	5.9%
CCn1cc(C(=O)N2CCN(C3CCCCC3)CC2)c2cc(OC)c(OC)cc2c1=O
  12.5%	0.7%	21.3%	i	-8.4%
CC12c3ccccc3C(c3ccccc31)C1C(=O)N(c3ccncc3)C(=O)C12 (stereo not drawn)
  21.3%	0.9%	2.2%	i	10.2%
CCOC(=O)c1c(NC(=O)CSc2nnc(CNC(=O)c3ccco3)n2C)sc2c1CCC2
  34.5%	19.9%	2.9%	i	-11.8%
O=C(Nc1ccccc1F)Nc1cc(S(=O)(=O)N2CCOCC2)ccc1N1CCCC1
  -7.6%	-1.9%	-9.6%	i	6.4%
CN(C)CCNC(=O)/C(=C/c1ccc(-c2ccc(Cl)cc2Cl)o1)NC(=O)c1ccccc1
  ?	?	1.2%	i	?
COc1cccc(-c2cc(C(=O)N3CCCc4ccccc43)no2)c1
  67.6%	7.8%	3.3%	i	-11.4%
Cc1ccc(C(C)C)cc1OCC(=O)Nc1ccc(-n2cnnn2)cc1
  .	.	-1.9%	0.4%	.
Cc1occc1C(=O)Nc1cccc(C(=O)O)c1
  -14.4%	2.7%	-5.6%	i	9.1%
COc1cccc(NC(=O)CN(C)C(C)C(=O)N2CCCC2)c1 (stereo not drawn)
  3.4%	-1.9%	-12.8%	0.7%	.
CC1(C)Oc2ccc3ccc(=O)oc3c2/C(=C/O)C1=O
  65.8%	2.6%	-24.1%	0.7%	-13.3%
COCCNc1nnnc2c1sc1nc(N3CCOCC3)c3c(c12)CC(C)(C)OC3
  1.2%	8.7%	2.2%	8.0%	-11.6%
O=C(O)c1ccc2c(=O)n(-c3ccc(F)c(Cl)c3)c(=S)[nH]c2c1
  4.3%	7.5%	-1.6%	4.9%	-7.2%
CC(=O)Nc1ccc(S(=O)(=O)NCC(=O)OCC(=O)NC23CC4CC(CC(C4)C2)C3)cc1
  -4.0%	0.5%	4.6%	0.0%	0.3%
COc1ccc([C@@]2(C(C)C)ON(c3ccccc3C(F)(F)F)C2=O)cc1
  6.8%	4.5%	7.8%	57.9%	.
COc1ccccc1C(=O)Nc1ccnn1C1CCN(C2CCSCC2)CC1
  7.9%	-7.5%	-10.4%	7.9%	-3.0%
CN1CCc2cccc3c2[C@H]1Cc1ccc(O)c(O)c1-3
  68.7%&38.8%&57.5%	5.9%&14.3%&29.9%	7.2%&6.5%&0.6%	13.3%&8.8%&41.7%	21.9%&14.4%
Cc1cc(C#N)c(C)n1-c1cc(S(=O)(=O)N2CCOCC2)ccc1N1CCCC1
  57.2%	-0.8%	2.2%	3.1%	-3.3%
Cc1onc(-c2c(F)cccc2Cl)c1C(=O)ONC(=O)c1ccccc1
  -8.6%	6.4%	-0.7%	1.9%	-6.1%
CS(=O)(=O)N1N=C(c2ccco2)CC1c1ccccc1 (stereo not drawn)
  -12.3%	-0.7%	-5.6%	0.2%	-3.6%
O=C(O)C1C2C=CC3(CN(Cc4ccncc4)C(=O)C13)O2 (stereo not drawn)
  -7.2%	-2.9%	2.4%	1.1%	-14.4%
CC(=O)Nc1ccc(S(=O)(=O)N2CCN(c3ncccn3)CC2)cc1
  5.9%	3.5%	-2.2%	2.6%	-5.7%
COc1ccccc1NC(=O)C/C(C)=N/NC(=O)COc1c(Br)cc(Br)cc1OC
  4.9%	-6.9%	7.3%	3.1%	-9.1%
CCN(CC(=O)Nc1ccc(OC)cc1)C(=O)c1oc2c(Cl)cccc2c1C
  -3.8%	6.2%	-5.7%	4.0%	1.1%
COc1ccc(C2COC(=O)C2=N)c(NC(=O)c2ccccc2)c1 (stereo not drawn)
  -4.1%	-1.1%	-5.9%	0.3%	-1.7%
COc1cnc(-c2ccccn2)nc1Sc1cccc(Cl)c1
  ?	?	-9.0%	i	-5.5%
CCCCN1CC(C(=O)NC2CCCCC2)CC1=O (stereo not drawn)
  -9.8%	-1.1%	2.9%	1.4%	5.5%
COc1ccc(/C=C(\C#N)C(=O)N=CN(C)C)cc1
  1.3%	5.6%	6.8%	0.6%	-8.7%
CCOC(=O)CSc1nc(C)c2ccccc2n1
  49.3%	-5.7%	6.7%	1.0%	-5.1%
CCOc1cc(/C=C(\C#N)C(N)=O)ccc1OCc1c(C)no[n+]1[O-]
  12.3%	4.1%	2.2%	1.8%	-7.3%
CCOC(=O)CNC(=O)C(NC(=O)C1CCC(C)CC1)C(C)CC (stereo not drawn)
  20.8%	?	-0.8%	i	-15.2%
COc1ccc(Br)cc1CNC(=O)C1CCN(c2nnc(N3CCCC3=O)s2)CC1
  9.5%	-6.9%	4.5%	0.1%	1.1%
O=c1oc2ccccc2cc1-c1nnc(-c2cccc(Br)c2)o1
  ?	?	-14.3%	5.0%	-5.8%
C=CCN(C(=O)COc1ccccc1)c1nnc(-c2ccncc2)s1
  -15.5%	-8.4%	23.5%	0.6%	2.2%
CC(C)CN(CCCNC(=O)CN1C(=O)CSc2ccc(S(=O)(=O)N3CCOCC3)cc21)CC(C)C
  9.2%	5.0%	0.7%	i	-10.7%
COc1ccccc1NC(=O)c1cc(Cl)ccc1NC(=O)c1ccco1
  -2.5%	-2.9%	-4.4%	11.3%	3.3%
CCC(C)(C)NC(=O)C1CCCN1C(=O)NC1CCCCC1 (stereo not drawn)
  -2.3%	9.2%	-6.4%	0.9%	10.5%
CCn1nnnc1SCC(=O)Nc1cccc(C)n1
  -1.1%	3.6%	-1.3%	1.4%	-8.9%

Record cards (already shown). Order of values: M. tuberculosis	M. tuberculosis HTS	H1N1 NS1A inhibition	VEEV TC-83 Vero	PhoP GFP inhibition
COc1ccc(Br)cc1CNC(=O)C1CCN(c2nnc(N3CCCC3=O)s2)CC1 is listed as 9.5%	-6.9%	4.5%	0.1%	1.1%
CCOC(=O)CSc1nc(C)c2ccccc2n1 is listed as 49.3%	-5.7%	6.7%	1.0%	-5.1%
CCn1nnnc1SCC(=O)Nc1cccc(C)n1 is listed as -1.1%	3.6%	-1.3%	1.4%	-8.9%
O=c1oc2ccccc2cc1-c1nnc(-c2cccc(Br)c2)o1 is listed as ?	?	-14.3%	5.0%	-5.8%

The results go on:
Each structure is followed by: M. tuberculosis	M. tuberculosis HTS	H1N1 NS1A inhibition	VEEV TC-83 Vero	PhoP GFP inhibition
COc1ccc(C(=O)Nc2ccnn2C2CCN(C(=O)c3cc(C)on3)CC2)cc1
  -9.8%	-4.4%	-4.0%	0.3%	-10.2%
Cc1cc(C)cc(-n2nnnc2SCC(=O)N2CCOCC2)c1
  -8.7%	-2.1%	0.6%	i	7.8%
COc1cc(/C=N/NS(=O)(=O)c2ccc(C)cc2)ccc1OCc1cccc(C(=O)O)c1
  7.8%	-0.3%	0.5%	2.0%	0.0%
CN(C(=O)CSc1nc2ccccc2c(=O)n1-c1ccc(F)cc1)C1CCS(=O)(=O)C1 (stereo not drawn)
  4.6%	5.5%	-16.2%	i	.
Cn1c(=O)c2c(nc(N3CCCCCC3)n2Cc2cccc3ccccc23)n(C)c1=O
  32.6%	-8.1%	15.8%	6.3%	3.5%
Cc1ccc(-c2cc(C(=O)N/N=C/c3cccnc3)c3ccccc3n2)cc1C
  15.8%	7.6%	.	7.4%	-15.7%
O=C(O)CSCC(=O)NCc1c(Cl)cccc1Oc1ccccc1
  -7.3%	-3.8%	-0.8%	3.0%	-2.7%
COc1ccccc1N1CCN(C(=O)c2ccc(S(=O)(=O)N3CCCC3)cc2)CC1
  5.2%	-11.9%	4.3%	1.3%	2.0%
[O-]/[N+](=C\c1ccncc1)c1ccccc1
  14.2%	-7.2%	-6.2%	1.6%	7.9%
COc1ccc(N2CCN(S(=O)(=O)c3ccc4c(c3)NC(=O)CC(=O)N4)CC2)cc1
  14.4%	-2.1%	1.7%	i	-13.0%
COc1ccc(S(=O)(=O)N2CCN(S(=O)(=O)c3ccc4c(c3)OCCO4)CC2)cc1
  4.9%	-1.6%	-19.0%	0.8%	3.4%
O=C1CN=C(c2ccc(Br)cc2)c2oc3ccccc3c2N1
  -7.4%	-7.7%	18.8%	0.8%	4.0%
Cn1cccc1P(=O)(c1cccn1C)c1cccn1C
  1.1%	-6.5%	1.9%	i	-7.5%
COc1ccc(Cn2c(SC)nc3ccccc32)cc1[N+](=O)[O-]
  7.6%	3.2%	-1.1%	0.7%	-2.1%
Cc1cc(C)n(-c2nc(NC(C)(C)C)nc(NC(C)(C)C)n2)n1
  63.7%	?	-17.0%	0.7%	12.8%

Outcome played no part in choosing rows; any-hit rate near 1.5%.
